p97 ATPase inh – human p97 ATPase inhibition; 0.42% of 220,000 active; inhibition, % at 8 µM; P55072; recombinant p97 ATPase, Kinase-Glo ATP luminescence, 3 h; in the data active = inhibition above about 15%;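 note: 0% = DMSO vehicle and 100% = wells lacking enzyme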
Furin inh – inhibitors of human furin. P09958. purified furin, fluorogenic substrate cleavage. inhibition, % at 30 µM. 0.061% of 220,000 active; in the data active = inhibition above about 25%; note: inactives centre near -15
Tb hexokinase – T. brucei hexokinase 1 inhibition. recombinant TbHK1, G6PDH-coupled NADH A340. 0.11% of 220,000 active. inhibition, % at 10 µM. AID 1430;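 active = inhibition of 50% or more in the single-dose primary screen; inactive = inhibition below 50%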
m-calpain inh – blocks pig calpain II enzyme activity; purified calpain II, fluorogenic peptide substrate, 30 min; inhibition, % at 16 µM; 0.37% of 220,000 active;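 active = inhibition above about 50%, limit read from the data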
Runt-SMMHC FRET – Runt domain-CBFb-SMMHC interaction inhibition. Q01196+Q13951. Cerulean-Runt/Venus-CBFb-SMMHC FRET ratio 530/480, 1 h. inhibition, % at 20 µM. 0.74% of 220,000 active. AID 1434;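 active = mean inhibition across duplicate retests at 20 µM reaching about 50%, limit read from the data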;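 note: 0% = DMSO wells and 100% = wells with excess untagged CBFb-SMMHC; inhibitors lower the FRET ratio by blocking Runt binding to CBFb-SMMHC; some results filed as inactive read as strong as hits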
Target sequence (Q01196 whole entry, looked up, the tested form may be a part): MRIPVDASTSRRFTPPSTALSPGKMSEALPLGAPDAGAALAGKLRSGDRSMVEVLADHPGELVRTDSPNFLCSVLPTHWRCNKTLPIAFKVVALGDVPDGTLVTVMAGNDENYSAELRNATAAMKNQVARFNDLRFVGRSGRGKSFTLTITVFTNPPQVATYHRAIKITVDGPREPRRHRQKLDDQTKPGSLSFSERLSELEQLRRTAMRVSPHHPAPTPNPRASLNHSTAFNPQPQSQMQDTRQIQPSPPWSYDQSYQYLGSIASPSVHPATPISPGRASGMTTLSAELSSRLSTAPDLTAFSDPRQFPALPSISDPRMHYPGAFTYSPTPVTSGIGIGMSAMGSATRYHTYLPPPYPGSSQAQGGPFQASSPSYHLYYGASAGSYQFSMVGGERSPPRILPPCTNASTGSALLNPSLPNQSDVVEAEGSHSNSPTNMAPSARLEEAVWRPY
Target sequence (Q13951 whole entry, looked up, the tested form may be a part): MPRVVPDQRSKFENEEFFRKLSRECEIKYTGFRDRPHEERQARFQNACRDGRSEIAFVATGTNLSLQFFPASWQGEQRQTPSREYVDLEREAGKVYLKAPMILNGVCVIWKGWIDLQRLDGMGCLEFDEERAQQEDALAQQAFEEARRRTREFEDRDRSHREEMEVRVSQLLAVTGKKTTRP
RBBP9 inh – blocks human serine hydrolase RBBP9 | O75884 | recombinant RBBP9, FP-Rh probe fluorescence polarization | 0.2% of 220,000 active | inhibition, % at 7.94 µM;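 active = inhibition above the campaign mean of all tested compounds plus 3 SD, cut at about 14% in these data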;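 note: plate controls were DMSO wells with RBBP9 for no effect and wells lacking RBBP9 protein for full effect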
Target sequence (O75884 whole entry, looked up): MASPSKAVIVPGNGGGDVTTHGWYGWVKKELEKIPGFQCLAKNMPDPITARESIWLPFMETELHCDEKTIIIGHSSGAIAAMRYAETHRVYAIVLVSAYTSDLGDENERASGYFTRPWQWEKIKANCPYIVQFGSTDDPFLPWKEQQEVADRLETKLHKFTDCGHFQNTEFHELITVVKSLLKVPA
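Measured by – fluorescence polarization · Test system – RBBP9 protein · Input – 2.5 µM RBBP9 dispensing solution, before mixing · Measure – percent inhibition from mP, scaled between DMSO and no-protein wells · Benchmarks – DMSO-treated enzyme wells and wells lacking RBBP9 · Times – preincubation 30 min plus labeling 45 min at 25 °C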
p47phox inh – p47phox (human) inhibition. P14598. p47phox/p22phox peptide binding, fluorescence polarization, 2 h. inhibition, % at 24.7 µM. 0.53% of 220,000 active. AID 1274;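 active = inhibition above about 30%, limit read from the data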;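 note: 0% = p47phox with labelled peptide and 100% = labelled peptide alone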
EBV gp42 inh – blocks Epstein-Barr virus glycoprotein 42 binding | Q1HVG2 | Fluorescence polarization binding assay, mP read-out | inhibition, % (tested at 21.74 µM) | 0.42% of 220,000 active | AID 1085; in the data active = inhibition above about 50%
Target sequence (Q1HVG2 whole entry, looked up): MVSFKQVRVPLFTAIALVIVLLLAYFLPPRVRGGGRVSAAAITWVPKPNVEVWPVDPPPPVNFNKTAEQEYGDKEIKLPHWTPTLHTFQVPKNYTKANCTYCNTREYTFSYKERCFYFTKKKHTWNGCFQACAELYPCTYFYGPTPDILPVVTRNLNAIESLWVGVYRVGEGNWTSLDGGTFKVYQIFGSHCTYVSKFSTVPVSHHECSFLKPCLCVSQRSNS
Runt-CBFb FRET – Runt domain-CBFb interaction inhibition | 0.46% of 220,000 active | Cerulean-Runt/Venus-CBFb FRET ratio 530/480, 1 h | inhibition, % at 20 µM;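 active = inhibition over about 50% at 20 µM in the single-dose screen, limit read from the data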;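 note: 0% = DMSO wells and 100% = excess unlabeled CBFb competitor control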
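Assay system: Cerulean-Runt domain / Medium: Tris 50 mM pH 7.5, KCl, K2SO4, 0.01% BSA / Timing: protein complex preformed 1 h, compound exposure 1 h, room temperature, dark / Measured by: FRET, excitation 422 nm, emission at 530 and 480 nm / Evaluation: loss of energy transfer signal / Control set: 5 µM unlabeled CBFb as full-inhibition high control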
Active calls of the source: *; . = no result given; [ ] = remark or other dose.

SMILES	p97 ATPase inh	Furin inh	Tb hexokinase	m-calpain inh	Runt-SMMHC FRET	RBBP9 inh	p47phox inh	EBV gp42 inh	Runt-CBFb FRET
Cc1ccc(S(=O)(=O)N2CCCC2C(=O)Nc2nc3ccccc3s2)cc1 (stereo not given)	-5	2[20 µM]	0	10	-3	-9	-13	-7	1
COc1n[nH]c(C(=O)Nc2cc(Cl)ccc2Cl)c1[N+](=O)[O-]	6	-10	-12	-2	-3	2	-4	-10	1
Cc1sc(NC(=O)CSc2nnc(COc3ccc(Cl)cc3)n2C)c(C#N)c1C	1	-20	-1	21	-8	-6	-2	-22	-4
Cn1c(=O)[nH]c(=O)c2c1nc(NCc1ccccc1)n2CC(O)c1ccccc1 (stereo not given)	-3	-13	-6	2	4	2	-5	5	-2
Cc1ccc(-c2nnn(CC(=O)N(Cc3cccs3)C(C(=O)NC3CCCC3)c3ccncc3)n2)cc1 (stereo not given)	-1	-4[20 µM]	-6	-19	10	-6	-53	-18	-8
Cc1ccc(NC(=O)COC(=O)c2ccccc2Nc2ccccc2)cc1	1	-1	17	-64	4	-4	-5	-6	7
COC(C[C@@H]1O[C@H]1[C@@H](O)[C@@H](C)OCc1ccccc1)OC	.	-4	-2	11	-3	.	1	10	3
COc1c(Br)cc([N+](=O)[O-])c(OC)c1C(=O)NC(=O)Nc1cc(Cl)cc(Cl)c1	-3	-14	-13	-17	1	-6	-18	-2	3
Cc1cc(C)n(CC(C)NCc2cn[nH]c2-c2cccc3ccccc23)n1 (stereo not given)	1	-28	-9	11	5	-8	2	9	-1
CCc1[nH]c(=O)c(C#N)c2c1COC(C)(C)C2	3	-19[20 µM]	-26	-49	-3	-4	-7	-30	1
Cc1cc(C)c2oc(C(=O)Nc3nnc(C(C)C)s3)cc(=O)c2c1	5	-14	-24	10	2	5	-14	-13	-1
C/C(=N\NC(=O)c1ccoc1C)c1cccnc1	-5	-9	0	20	0	4	-3	-10	1
O=C(OC(C(=O)NCc1ccc2c(c1)OCO2)c1ccc(Cl)cc1)c1ccco1 (stereo not given)	-6	-9	0	15	-5	-5	-6	-13	-2
O=C(N/N=C/c1ccc2c(c1)OCCO2)c1ccncc1	-4	-12	-44	13	0	-5	-13	-19	1
CCCCc1c(C)c(C#N)c2[nH]c3ccccc3n2c1=O	1	-16[20 µM]	-10	-61	3	3	-12	-12	-2
O=C(CSc1ccc(-c2cccc([N+](=O)[O-])c2)nn1)N1CCCCC1	0	-21	-3	14	3	-11	-10	0	0
Cc1cccc(-c2nc3ccccc3c(=O)n2NC(=O)c2cccs2)c1	8	-14	2	8	1	-2	-4	6	3
COc1ccc(-n2c(C)cc(C(=O)NC3CCCCC3)c2C)cc1	-2	12[20 µM]	-5	19	-6	-2	-8	-11	.
Cn1c(=O)c2cc(NCc3ccccc3)nnc2n(C)c1=O	2	-12	-5	31	-3	-6	-8	0	6
Cc1ccc2c(c1)Oc1ccc(NC(=O)CCCl)cc1C(=O)N2	-1	-28	-5	-8	-4	-9	-15	0	-1
CCCc1cc2c(c(NC(C)=O)n1)c(=O)oc1ccccc12	-2	-11[20 µM]	1	-48	3	1	-4	-6	0
Cc1ccc(NS(=O)(=O)N(C)C)cc1	0	-18[20 µM]	-2	-15	0	-1	-4	-33	0
COc1ccc(NC(=O)CC2C(=O)N(C)C(=S)N2Cc2ccc3c(c2)OCO3)cc1 (stereo not given)	3	-28	1	-5	-2	-6	-16	-11	-4
COc1ccc(C(O)P(=O)(OC(C)C)OC(C)C)c(OC)c1 (stereo not given)	0	-32	-6	6	-2	6	-6	-10	3
O=S(=O)(NCCc1cn2ccccc2n1)c1cccs1	-8	-20	-10	-3	3	-8	-20	-9	1
Next records
SMILES	p97 ATPase inh	Furin inh	Tb hexokinase	m-calpain inh	Runt-SMMHC FRET	RBBP9 inh	p47phox inh	EBV gp42 inh	Runt-CBFb FRET
Oc1ccccc1-c1nc2cnccn2c1Nc1ccc2c(c1)OCCO2	2	-24[20 µM]	-15	-4	1	5	-12	-13	3
O=C(O)c1ccccc1C(=O)c1ccc2c(c1)N(Cc1cccc(F)c1)C(=O)CO2	3	-21	0	3	5	-4	-15	-19	0
CCN(CCCNC(=O)CCc1nc(-c2ccc(OC)cc2)no1)c1cccc(C)c1	9	-16[20 µM]	-9	13	-1	-1	-12	-18	4
CCN(CC)S(=O)(=O)c1ccc(NS(=O)(=O)c2ccc(C)c(C)c2)cc1	0	-13[20 µM]	0	6	0	0	0	-22	-2
CS(=O)(=O)N1CCN(c2ccc([N+](=O)[O-])c(NCc3ccccc3)c2)CC1	-2	-15[20 µM]	0	-10	-9	1	-14	-15	-4
CC(=O)c1cccc(S(=O)(=O)NC2CCCCCC2)c1	3	-10	39	-16	0	-1	-4	-24	3
O=C(CNC(=O)c1ccco1)NCC(=O)OCc1ccc(Cl)cc1	7	-3[20 µM]	3	-58	1	-3	-2	-7	0
COc1cccc(CNC(=O)CCC2CCCN(C(=O)c3cccc(Cl)c3)C2)c1 (stereo not given)	-5	-11	-2	28	1	-9	-5	1	0
CCOC(=O)c1sc(=S)n(C)c1C	0	-8[20 µM]	-41	5	-8	-2	-21	-12	-1
O=C(/C=C/c1ccco1)Nc1scc(-c2ccccc2)c1C(=O)O	-13	-4	-52	0	-6	-3	-31	-10	8
COC(=O)CSc1ccc2nnc(CCNS(=O)(=O)c3ccccc3)n2n1	0	-43	-1	-20	0	-5	.	-3	-1
Cn1nnc(NC(=S)NC(=O)c2ccc(-c3ccc(Br)cc3)o2)n1	1	5	-27	-14	4	-10	2	7	14
Cc1ccccc1-c1nc2ccccc2c(=O)n1/N=C/c1ccccc1[N+](=O)[O-]	-5	-5[20 µM]	15	19	22	-3	-1	-9	22
CCc1ccc(OCC(=O)NCc2ccco2)c(Br)c1	-2	-21[20 µM]	7	6	0	-7	-3	-16	0
Cc1nc2sc(C(c3ccco3)N3CCC(C)CC3)c(O)n2n1 (stereo not given)	0	-19	-2	-44	1	-5	3	-7	28
CCOC(=O)C1=C(CSc2nc3c(cc2C#N)CN(C)CC3)OC(N)=C(C#N)C1c1ccc(F)cc1 (stereo not given)	1	-7[20 µM]	-26	-237	63*	-1	-25	27	36
Cc1cccc(C)c1N1C(=O)c2cccc([N+](=O)[O-])c2C1=O	4	-8	-4	12	-4	3	-7	-21	-1
COc1cc(OC)cc(-c2nc(-c3cc4cc(C)ccc4nc3OC)no2)c1	-1	-28	-8	-376	14	-4	-29	-23	-3
C#CC[N+](C)(C)CC#Cc1ccccc1	4	-34	-1	-7	-2	7	2	-22	2
O=C(c1cccc(S(=O)(=O)Nc2ccccc2F)c1)N1CCN(c2ccccc2F)CC1	-2	-21	-6	6	-5	-9	-15	-6	-1
COCCCNC(=O)C(C#N)c1nc2ccccc2nc1N1CCCC1 (stereo not given)	5	-5	-9	-209	.	-2	-22	-38	.
CCNC(=O)CSc1ncnc2sccc12	5	-22[20 µM]	-1	-177	-5	-4	-9	13	1
Cc1ccccc1C(=O)N/N=C1\SCC(=O)N1Cc1ccco1	3	-26	-2	-20	.	-7	10	4	.
Cc1cccc(NC(=O)c2ccc(N(C)C3CCCCC3)c([N+](=O)[O-])c2)n1	-2	-5[20 µM]	2	17	0	-2	-7	-11	-3
COc1cc(-n2c(C)nc3cc(C(=O)N4CCOCC4)ccc32)cc(OC)c1OC	6	-23	-1	-4	-5	-1	-10	-14	-4

Random excerpt: four entries already listed
SMILES	p97 ATPase inh	Furin inh	Tb hexokinase	m-calpain inh	Runt-SMMHC FRET	RBBP9 inh	p47phox inh	EBV gp42 inh	Runt-CBFb FRET
CCOC(=O)C1=C(CSc2nc3c(cc2C#N)CN(C)CC3)OC(N)=C(C#N)C1c1ccc(F)cc1 (stereo not given)	1	-7[20 µM]	-26	-237	63*	-1	-25	27	36
Cn1nnc(NC(=S)NC(=O)c2ccc(-c3ccc(Br)cc3)o2)n1	1	5	-27	-14	4	-10	2	7	14
COc1cc(-n2c(C)nc3cc(C(=O)N4CCOCC4)ccc32)cc(OC)c1OC	6	-23	-1	-4	-5	-1	-10	-14	-4
Oc1ccccc1-c1nc2cnccn2c1Nc1ccc2c(c1)OCCO2	2	-24[20 µM]	-15	-4	1	5	-12	-13	3

Complete entries as entered above. Values in the order: p97 ATPase inh	Furin inh	Tb hexokinase	m-calpain inh	Runt-SMMHC FRET	RBBP9 inh	p47phox inh	EBV gp42 inh	Runt-CBFb FRET
Listed for Cn1nnc(NC(=S)NC(=O)c2ccc(-c3ccc(Br)cc3)o2)n1 : 1	5	-27	-14	4	-10	2	7	14
Listed for CC(=O)c1cccc(S(=O)(=O)NC2CCCCCC2)c1 : 3	-10	39	-16	0	-1	-4	-24	3

The list goes on:
SMILES	p97 ATPase inh	Furin inh	Tb hexokinase	m-calpain inh	Runt-SMMHC FRET	RBBP9 inh	p47phox inh	EBV gp42 inh	Runt-CBFb FRET
COc1ccc(N/C=C(\C#N)c2ccc(OCCCF)cc2)cc1	-4	-7[20 µM]	-16	-32	1	-7	-8	4	1
O=C1OCCC/C1=C\c1ccc2c(c1)OCO2	5	-13	-14	-27	3	6	-7	-21	1
COc1ccc(NC(=O)c2c(F)c(F)c(F)c(F)c2F)cc1Cl	2	-19[20 µM]	2	7	2	-8	0	-17	1
Oc1ccc(-c2[nH]ncc2-c2ccc(Cl)cc2)c(O)c1	8	-10	6	21	-8	-10	-26	-24	0
COc1ccc(OC)c(C2=C/C(=C/c3ccccn3)C(=O)O2)c1	4	-21	-13	-63	-83	4	-4	-32	-1
O=C(/C=C\c1ccccc1)Oc1cccc2cccnc12	3	-9	-2	-11	-1	-3	-8	-30	0
Cn1nnc2cc(C(=O)Nc3ccc4ccccc4c3)ccc21	3	-21	-4	-65	0	0	-10	-14	1
CCOC(=O)c1c(NC(=O)CSc2nnc(Cc3ccccc3)o2)sc(C(C)=O)c1C	-3	0[20 µM]	-14	31	-1	-3	-33	-51	3
CC1(C)Cc2nc(-c3ccccc3)nc(SCC(=O)N3CCCC3)c2CO1	-4	-23	-6	-6	2	-4	-1	-8	0
Nc1nccc(-c2nn(-c3ccc(Cl)cc3)ccc2=O)n1	4	-1	-25	2	-2	-9	-5	-12	1
COc1cc([N+](=O)[O-])cc(/C=N/NC(=O)c2cccnc2)c1O	10	-6	-23	3	-8	3	-12	-20	-3
O=C(CS(=O)(=O)c1cccc(C(F)(F)F)c1)Nc1ccccc1Cl	-2	-21[20 µM]	-6	-5	-2	-9	-1	-8	-2
Cc1ccc(S(=O)(=O)NCc2ccncc2)cc1	4	-29	-2	-34	4	-8	-15	-8	2
COc1cccc(NC(=O)C(Sc2nnnn2C)c2ccccc2)c1 (stereo not given)	-2	-18	3	10	5	0	-2	-1	-1
CCc1nnc(NC(=O)CCC(=O)N2CCN(Cc3ccccc3)CC2)s1	2	-19	-10	1	-3	-5	6	4	-2
COC(=O)C(C(=O)NCC1CCCO1)C1CCCCCC1 (stereo not given)	1	-6[20 µM]	-3	3	2	8	-9	-5	2
CCN(CC)C(=O)c1ccccc1NC(=O)c1ccccc1	3	-18	-1	14	4	-1	-1	-9	-1
Cc1ccc(N/C(N)=N/c2nc3c(c(=O)[nH]2)CCCC3)c(C)c1	-4	-18[20 µM]	-2	-8	2	-3	8	-19	-2
CS(=O)(=O)N(Cc1ccccc1)c1ccc(C(=O)NN=C2CCCCCC2)cc1	4	-11	22	5	-2	-10	-18	-14	0
Clc1ccc(C[n+]2cc(-c3ccccc3)n3c2CCCCC3)c(Cl)c1	-1	-13	12	36	0	5	0	3	1
Cc1ccc(N2C(N)=NC(N)=NC23CCCC3)c(C)c1	5	-19[20 µM]	10	-16	-1	-6	-12	-21	2
c1ccc(-c2nc(-c3ccccn3)nc(-c3ccccn3)n2)nc1	7	-29	-7	-21	2	-1	-29	-12	1
COc1ccc(CC(=O)Nc2ccc(OC)nc2)cc1	6	-16	-5	-14	2	1	2	-10	0
